Bcl-B TR3 displacers: displacers of TR3 peptide from Bcl-B, primary screen, selectivity assay for Bfl-1 inhibitor project, biochemical, fluorescence polarization. Bcl-2-like protein 10 (Homo sapiens). FP displacement of FITC-TR3 peptide from Bcl-B; higher % means a stronger effect. displacement, % at 20 µM, or IC50 in µM where a hit was titrated. 96,000 tested, 0.11% active;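 active = displacement above 50% at 20 µM plus a fluorescence interference ratio under 1.5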;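 note: plate controls were wells without compound for no effect and wells lacking Bcl-B protein for full effect; a part of the inactive calls stands beside numbers as strong as those of hits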
NFkB transloc inh: inhibitors of IL-1B driven NFkB p65 nuclear import, primary screen, imaging, HUVEC, IL-1B stimulus, high-content imaging | inhibition, % at 2 µM | 94,000 tested, 0.43% active | HUVEC IL-1B NFkB p65 nuclear translocation imaging;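 active = inhibition above about 30% together with a positive call from visual inspection of the well image, limit read from the data; inconclusive = inhibition above a set limit but visual check negative; inactive = inhibition not above a set limit, visual check negative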;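 note: nuclear over cytoplasmic p65 intensity ratio measured by imaging; 0% = IL-1B stimulated DMSO wells and 100% = unstimulated DMSO wells; values of inactives mirror those of a sister screen read the other way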
MRP reversal: reversal of MRP1-mediated doxorubicin resistance, primary screen, H69AR cells, doxorubicin co-treatment | H69AR cells + 2 uM doxorubicin, CellTiter-Glo, 72 h | differential viability (reversal), % at 10 µM | 85,000 tested, 0.04% active | AID 602, 2007;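 active = viability drop by adding the cancer drug above about 55%, with treated viability meeting a 40% cutoff, limit read from the data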;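 note: viability without doxorubicin minus viability with 2 µM doxorubicin for each compound; larger differential means the compound sensitizes cells more to doxorubicin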
NFkB transloc pot: enhancers of NFkB p65 translocation in HUVEC – imaging, IL-1B stimulus, high-content imaging, primary screen; HUVEC IL-1B NFkB p65 nuclear translocation imaging; activation, % at 2 µM; 94,000 tested, 0.3% active;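 active = activation above 40%, about the mean plus 3 SD, also judged a hit on visual image review; inconclusive = activation above 40% but not a hit on visual review; inactive = activation not above 40% and no visual hit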;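 note: percent activation is computed from the nuclear over cytoplasmic p65 intensity ratio; values of inactives mirror those of a sister screen read the other way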
PLAP inhibition: PLAP enzyme inhibitors, biochemical, luminescence, HTS (AID 690); Alkaline phosphatase, placental type (Homo sapiens); purified PLAP, luminescent substrate; higher % means a stronger effect; inhibition, % at 20 µM; hits with a dose series show IC50 in µM; 96,000 tested, 0.08% active; in the data active = a potency from the dose series; inactive = the rest, 99 in 100 with inhibition below about 30%; note: strong numbers were not always called active
MRP reversal cytotoxicity: also measured in MRP reversal; calls as there; viability, %; H69AR cells, CellTiter-Glo, 72 h; measured here: cytotoxicity without doxorubicin
MRP reversal with doxorubicin: recorded beside MRP reversal, whose call it bears; viability, %; measured here: viability with 2 uM doxorubicin; stronger effect = lower value
NFkB transloc inh cell count 2 µM: further read-out of NFkB transloc inh, marked with its call; cell count; measured here: cells passing quality filter;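 raw number of nuclei counted in each imaged well without normalization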
NFkB transloc pot cell count 2 µM: also measured in NFkB transloc pot; calls as there; cell count; measured here: cells passing quality filter
Active calls of the source: *; ? = inconclusive; · = not tested or not shown. This is a subset; count on the stated rates, not on these rows.

entry	structure	Bcl-B TR3 displacers	NFkB transloc inh	NFkB transloc inh cell count 2 µM	MRP reversal	MRP reversal cytotoxicity	MRP reversal with doxorubicin	NFkB transloc pot	NFkB transloc pot cell count 2 µM	PLAP inhibition
1	CCN(C(=O)CSc1nnc(-c2ccncc2)n1C)C1CCS(=O)(=O)C1 (centres undefined)	-7%	-8	158	4	96	93	8	158	-18%
2	CCOc1ccc(C(=O)CCNC(Cc2cnc[nH]2)C(=O)O)cc1 (centres undefined)	-15%	0	190	·	·	·	0	190	-76%
3	CC1CN(C(=O)c2cccc(C(=O)N3CC(C)OC(C)C3)c2)CC(C)O1 (centres undefined)	-4%	-11	155	8	87	78	11	155	4%
4	CCCCN(CCCC)CCNC(=O)Cc1nc2c(c(=O)[nH]c(=O)n2C)n1C	-9%	-8	116	22	118	96	9	116	-41%
5	COc1cc(CCC(=O)OCC(=O)Nc2ncc(Cl)cc2Cl)cc(OC)c1OC	33%	-16	203	-9	90	99	16	203	-4%
6	Cc1cc(C)nc(NS(=O)(=O)c2ccc(NC(=O)c3ccco3)cc2)n1	-5%	19	78	0	87	86	-19	78	-9%
7	CCOC(=O)N1CCN(c2cc(=O)n(-c3cccc(Br)c3)c(=O)[nH]2)CC1	-1%	2	66	5	90	85	-2	66	9%
8	CCOCCc1nnc(NC(=O)c2cccc(F)c2)s1	-10%	5	99	0	84	84	-5	99	-11%

Next entries follow:
entry	structure	Bcl-B TR3 displacers	NFkB transloc inh	NFkB transloc inh cell count 2 µM	MRP reversal	MRP reversal cytotoxicity	MRP reversal with doxorubicin	NFkB transloc pot	NFkB transloc pot cell count 2 µM	PLAP inhibition
9	Cc1ccc(-c2cc(-c3ccc4c(c3)OCO4)c(C#N)c(N)n2)o1	-7%	9	201	-24	19	42	-9	201	8%
10	Cn1c(SCC(=O)NCc2ccc3c(c2)OCO3)nnc1C1COc2ccccc2O1 (centres undefined)	-7%	-23	169	16	102	86	23	169	-58%
11	O=C(Nc1cccc(NC(=O)c2ccc(-c3cccc(Br)c3)o2)c1)c1ccco1	-10%	-3	104	-11	25	36	3	104	-20%
12	C=CCSc1nc(C)c2cc(C)cc(C)c2n1	-39%	13	125	24	100	77	-13	125	-63%
13	C=CCn1c(SCC(=O)c2c(N)n(C)c(=O)n(C)c2=O)nc2sc(C)c(C)c2c1=O	-10%	5	130	·	·	·	-5	130	-13%
14	CN(c1ccccc1C(=O)Nc1cccnc1)S(C)(=O)=O	-2%	-8	150	-5	95	100	8	150	1%
15	O=C(O)c1ccc(CSc2nnc(SCc3ccccc3)s2)cc1	0%	12	175	·	·	·	-12	175	-17%
16	Cc1cccc(C)c1N1CCN(S(=O)(=O)N2CCOCC2)CC1	15%	-12	181	12	92	80	12	181	-35%

Continued.
entry	structure	Bcl-B TR3 displacers	NFkB transloc inh	NFkB transloc inh cell count 2 µM	MRP reversal	MRP reversal cytotoxicity	MRP reversal with doxorubicin	NFkB transloc pot	NFkB transloc pot cell count 2 µM	PLAP inhibition
17	Cc1ccc(C)c(CSc2nnc(-c3ccccn3)n2N)c1	-2%	-3	148	13	96	83	3	148	3%
18	CC1CC(Nc2ccccc2)c2ccccc2N1C(=O)c1cccnc1 (centres undefined)	·	-14	112	-27	50	76	14	112	·
19	OC1(c2ccc(F)cc2)CCN(Cc2nnnn2Cc2cccs2)CC1	-19%	-10	99	-2	90	92	10	99	-83%
20	CCC(C)[C@@H](C(=O)Nc1ccc2c(c1)OCO2)N1Cc2ccccc2C1=O (some centres undefined)	-7%	12	180	19	91	72	-12	180	-22%
21	CCCCNC(=O)CN(CCc1ccccc1)S(C)(=O)=O	-9%	-16	172	-9	73	83	16	172	-1%
22	Cc1ccc(C(=O)ON=C2CCN(S(=O)(=O)c3ccccc3)CC2)cc1	1%	4	140	·	·	·	-4	140	-25%
23	Cc1ccc(C(=O)OCC(=O)N2CC(=O)Nc3ccccc32)s1	3%	-14	132	-20	76	96	14	132	25%
24	COC(=O)c1ccc2c(=O)n(C3CCCCC3)c(SCC#N)nc2c1	-2%	-6	99	7	71	65	6	99	-4%

Next structures.
entry	structure	Bcl-B TR3 displacers	NFkB transloc inh	NFkB transloc inh cell count 2 µM	MRP reversal	MRP reversal cytotoxicity	MRP reversal with doxorubicin	NFkB transloc pot	NFkB transloc pot cell count 2 µM	PLAP inhibition
25	Cc1ccc2c(CN3CCN(CCO)CC3)cc(=O)oc2c1C	6%	-7	64	22	91	69	7	64	-11%
26	CCCOC(=O)CSc1nnc(-c2cc(OC)c(OC)c(OC)c2)o1	12%	-1	127	11	92	81	1	127	-15%
27	Cc1cccc(Nc2nc(-c3ccc4c(c3)OCCO4)cs2)c1	-12%	-34	166	-24	22	46	34	166	8%
28	Cc1ccc(-c2csc3ncnc(SCC(=O)NCc4ccc5c(c4)OCO5)c23)cc1	-7%	-14	175	·	·	·	14	175	26%
29	CC(Sc1nc(N(C)C)nc(N2CCOCC2)n1)C(=O)Nc1ccccc1 (centres undefined)	-4%	-50	130	-33	31	64	?	·	7%
30	COc1cccc(OCCn2cc(C(=O)c3ccco3)c3ccccc32)c1	-45%	-4	152	-8	58	65	4	152	-22%
31	COc1cc(CNn2cnnc2)ccc1OCC(=O)NC(C)(C)C	10%	-5	150	3	101	98	5	150	-2%
32	CCOC(=O)c1ccccc1NC(=O)c1cccc(F)c1	-7%	-4	157	2	89	87	4	157	6%

(listing goes on)
entry	structure	Bcl-B TR3 displacers	NFkB transloc inh	NFkB transloc inh cell count 2 µM	MRP reversal	MRP reversal cytotoxicity	MRP reversal with doxorubicin	NFkB transloc pot	NFkB transloc pot cell count 2 µM	PLAP inhibition
33	O=C1CCCc2ccccc2N1Cc1ccc(Cl)cc1Cl	-2%	-4	122	·	·	·	4	122	-37%
34	O=C(O)C1CCCN(C(=O)NCc2ccccc2)C1 (centres undefined)	0%	·	·	-3	91	95	·	·	4%
35	Cc1cc(C(=O)Nc2cccc(O)c2)c(C)o1	-11%	-6	136	-9	105	114	6	136	10%
36	CC(C)NC(=O)NC(=O)COc1ncnc2sccc12	-2%	·	·	·	·	·	·	·	-17%
37	Fc1ccc2nc(N3CCCCC3)sc2c1	3%	-19	81	3	90	87	19	81	-13%
38	COc1ccc(CNC(=O)COc2ccc(S(=O)(=O)NC(C)C)cc2)cc1	-5%	-13	187	3	104	101	13	187	9%
39	CCCCC(=O)Nc1ccc(C(=O)NCCCn2ccnc2)cc1	-2%	-6	123	-13	7	20	6	123	18%
40	Cc1ccc(S(=O)(=O)Nc2ccc(NC(=O)CN3CCCCC3)cc2)cc1	-17%	11	80	-12	77	89	-11	80	-14%

Whole records from above. Screens in order: Bcl-B TR3 displacers | NFkB transloc inh | NFkB transloc inh cell count 2 µM | MRP reversal | MRP reversal cytotoxicity | MRP reversal with doxorubicin | NFkB transloc pot | NFkB transloc pot cell count 2 µM | PLAP inhibition
Record of O=C(O)C1CCCN(C(=O)NCc2ccccc2)C1 (centres undefined) → 0% | · | · | -3 | 91 | 95 | · | · | 4%
Record of Cc1cc(C(=O)Nc2cccc(O)c2)c(C)o1 → -11% | -6 | 136 | -9 | 105 | 114 | 6 | 136 | 10%
Record of CCCCC(=O)Nc1ccc(C(=O)NCCCn2ccnc2)cc1 → -2% | -6 | 123 | -13 | 7 | 20 | 6 | 123 | 18%
Record of CC(C)NC(=O)NC(=O)COc1ncnc2sccc12 → -2% | · | · | · | · | · | · | · | -17%
Record of COc1ccc(CNC(=O)COc2ccc(S(=O)(=O)NC(C)C)cc2)cc1 → -5% | -13 | 187 | 3 | 104 | 101 | 13 | 187 | 9%

Other structures:
entry	structure	Bcl-B TR3 displacers	NFkB transloc inh	NFkB transloc inh cell count 2 µM	MRP reversal	MRP reversal cytotoxicity	MRP reversal with doxorubicin	NFkB transloc pot	NFkB transloc pot cell count 2 µM	PLAP inhibition
41	N#C/C(=C(/O)COC(=O)Cc1c[nH]c2ccccc12)c1nc2ccccc2[nH]1	-132%	4	183	-19	61	80	-4	183	-42%
42	CC(=O)Oc1cc2c(cc1Cl)C1(CC(c3ccccc3Cl)O2)CC(C)(C)NC(=S)N1 (centres undefined)	-9%	-2	170	-8	32	39	2	170	-55%
43	O=C(NCC1CCCO1)/C(=C\c1ccco1)NC(=O)c1ccccc1 (centres undefined)	-7%	-6	118	·	·	·	6	118	-8%
44	COC(=O)c1cc(C)sc1NC(=O)c1cccnc1	0%	-6	71	18	100	82	6	71	-4%
45	CCCCn1c(-c2cc(Cl)ccc2OC)n[nH]c1=S	-3%	-9	176	7	88	81	9	176	-61%
46	C/C(N)=C(/C#N)C(=O)CSc1nnc(Nc2ccccc2C)s1	4%	-7	149	19	104	85	7	149	-8%
47	Cc1nn(Cc2ccccc2)c(N)c1C#N	16%	-1	201	9	98	88	1	201	1%
48	CCc1ccc(N2CC34C=CC(O3)C(C(=O)OC)C4C2=O)cc1 (centres undefined)	2%	-6	61	23	105	82	6	61	3%

Next section.
entry	structure	Bcl-B TR3 displacers	NFkB transloc inh	NFkB transloc inh cell count 2 µM	MRP reversal	MRP reversal cytotoxicity	MRP reversal with doxorubicin	NFkB transloc pot	NFkB transloc pot cell count 2 µM	PLAP inhibition
49	COc1ccc(NC(=O)C2CCC(CNc3c(N4CCC(C)CC4)c(=O)c3=O)CC2)cc1OC (centres undefined)	-19%	5	179	14	93	80	-5	179	·
50	O=C(NCC1CCCO1)Nc1ccc(Cl)cc1 (centres undefined)	-8%	-6	72	-1	98	99	6	72	-6%
51	COc1ccc(S(=O)(=O)N(C)CC(=O)Nc2ccc3c(c2)OCO3)cc1OC	2%	7	22	31	85	54	-7	22	10%
52	O=C(NCCN1CCCCC1)/C(=N\O)c1ccccc1	-13%	16	94	2	108	106	-16	94	4%
53	Cc1ccc(S(=O)(=O)N/N=C/c2cnn(C)c2C)cc1	-13%	-4	163	·	·	·	4	163	22%
54	O=C(CSc1nnc(-c2cccnc2)n1Cc1ccco1)c1ccc(Cl)cc1	0%	3	166	17	95	78	-3	166	-32%
55	Cc1c(CCC(=O)O)c(=O)n2c([nH]c3ccccc32)c1C#N	-4%	12	195	-11	96	107	-13	195	17%
56	COc1cc(NS(=O)(=O)c2ccc(F)cc2)c(C(=O)O)cc1OC	3%	-25	124	16	113	98	25	124	-22%

Later entries:
entry	structure	Bcl-B TR3 displacers	NFkB transloc inh	NFkB transloc inh cell count 2 µM	MRP reversal	MRP reversal cytotoxicity	MRP reversal with doxorubicin	NFkB transloc pot	NFkB transloc pot cell count 2 µM	PLAP inhibition
57	Cc1cc(NS(=O)(=O)c2ccc(CC(C)C)cc2)no1	14%	-7	196	18	95	77	7	196	-35%
58	Cc1ccc(S(=O)(=O)Cc2c(C)noc2C)cc1	-3%	0	142	·	·	·	-1	142	-19%
59	CC(=O)N1CCN(c2ccc(Nc3nc(C)nc4c3oc3ccccc34)cc2)CC1	20%	·	·	-15	92	107	·	·	·
60	CCOC(=O)c1cc2c(=O)n3cccc(C)c3nc2n(CCCOC)c1=NC(=O)c1cccnc1	2%	-27	120	·	·	·	27	120	-32%
61	CCCOC(=O)c1ccc(OCC(O)CN2CCN(C(=O)c3ccccc3)CC2)cc1 (centres undefined)	6%	-10	162	·	·	·	10	162	-38%
62	O=c1c2ccccc2sn1-c1ccc(S(=O)(=O)N2CCCCC2)cc1	·	-9	119	0	44	44	9	119	·
63	O=C(O)CSCc1nc2ccccc2s1	0%	·	·	-20	96	117	·	·	18%
64	Cc1nnc(Sc2c(N)n(C)c(=O)n(C)c2=O)s1	0%	-9	71	12	100	88	9	71	17%

Assay outcomes: PubChem BioAssay, several laboratories
